From PubChem
NR2E3 ag-1: activates human photoreceptor nuclear receptor NR2E3; AID 2300; GST-NR2E3/biotin-RetCOR TR-FRET, 1536-well; 0.12% of 320,000 active; inhibition of corepressor binding, % at 4.78 µM; Q9Y5X4;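 active = percent inhibition above the cutoff of mean plus 3 SD of all tested compounds, set per screening campaign, cut at about 20% in these data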;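 also: 0% = DMSO wells and 100% = biotin wells as full block of FRET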
Target sequence (Q9Y5X4 whole entry, looked up): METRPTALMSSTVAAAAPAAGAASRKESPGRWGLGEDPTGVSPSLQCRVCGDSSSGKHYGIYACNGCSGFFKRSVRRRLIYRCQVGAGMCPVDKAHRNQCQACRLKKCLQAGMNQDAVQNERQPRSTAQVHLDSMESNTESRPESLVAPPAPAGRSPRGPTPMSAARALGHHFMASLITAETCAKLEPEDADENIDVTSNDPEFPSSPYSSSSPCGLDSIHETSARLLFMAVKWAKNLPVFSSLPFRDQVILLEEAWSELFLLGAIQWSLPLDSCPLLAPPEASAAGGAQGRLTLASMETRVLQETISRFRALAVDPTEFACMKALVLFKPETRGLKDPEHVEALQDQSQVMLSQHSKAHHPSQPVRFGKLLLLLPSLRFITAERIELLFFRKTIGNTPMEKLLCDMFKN
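Material: NR2E3–RetCOR corepressor complex / Amount: 1.35 nM GST-NR2E3 / Medium: Tris pH 7.5 / Compound: single nominal compound dose of 4.8 µM / Incubation: 5 h at 4 °C / Technique: TR-FRET, Eu(K)-anti-GST donor, streptavidin-D2 acceptor, ex 340, em 617/671 nm / Read-out basis: percent loss of FRET ratio relative to control wells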
Shn3 inh set2: Schnurri-3 reporter inhibition in Clone20 osteoblasts; Clone20 osteoblast Shn3 3'UTR firefly luciferase, 24 h; inhibition, % at 12.5 µM; 0.52% of 360,000 active; AID 588674;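 active = mean inhibition of at least 75% with every replicate also reaching 75%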;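 also: 0% = median of neutral control wells and 100% = pilot-screen positive control compound; some compounds past the cut are filed as inactive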
MITF TRPM1 inh: inhibitors of MITF-driven TRPM1 promoter in melanoma cells | SK-MEL-5 TRPM1 promoter luciferase, 24 h | inhibition, % at 12.5 µM | 0.83% of 330,000 active | AID 488899;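 active = mean inhibition across replicates of 60% or more, whatever share of single replicates reaches that level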; also: values of inactives mirror those of a sister screen read the other way
KKLEB cytotox: reduces viability of KKLEB cystic fibrosis airway cells; KKLEB CF airway cells viability, ATPlite luminescence, overnight; stronger effect = lower value; cells stimulated with P. aeruginosa culture filtrate; activity change (cytotoxicity), % at 5 µM; 0.36% of 360,000 active;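 active = corrected activity change at or below -50% at 5 µM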
CF NFkB inh: blocks PAF-induced NF-kB reporter in cystic fibrosis cells; KKLEB NF-kB-GFP reporter, GFP fluorescence overnight; inhibition, % at 5 µM; 0.86% of 360,000 active;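 active = at least 50% inhibition at 5 µM, scaled per plate between neutral and stimulator controls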;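 also: PAF is a Pseudomonas aeruginosa culture filtrate used as stimulus; plate controls were PAF-stimulated DMSO wells for no effect and unstimulated DMSO wells for full effect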
Peg3 prom inh: Peg3 promoter activity inhibition; HeLa PEG-Prom luciferase reporter, luminescence, overnight; inhibition, % at 20 µM; 1.7% of 360,000 active;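 active = inhibition of at least 50% at 20 µM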
CaV13 ICDI inh: Primary screen for inhibitors of IQ motif and Ca2+-dependent inactivation inhibitor domain binding in CACNA1D, Förster resonance energy transfer in living cells, …; HEK cells, CFP/YFP FRET ICDI-IQ, plate reader, 10 min; percent FRET-ratio fall versus neutral wells; inhibition, % at 12.3 µM; 0.098% of 340,000 active; AID 743397;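 active = mean replicate inhibition of at least 30% and at least 1% of replicates passing that level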;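 also: 0% = median of the neutral control wells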
PDI turbidity: inhibitors of human protein disulfide isomerase. P07237. PDI insulin aggregation turbidity, A650, 90 min. inhibition, % at 10 µM. 0.052% of 350,000 active;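 active = mean inhibition across replicates of 30% or more, whatever share of single replicates reach that level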;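 also: absorbance from insulin aggregation driven by PDI reduction with DTT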
Target sequence (P07237 whole entry, looked up): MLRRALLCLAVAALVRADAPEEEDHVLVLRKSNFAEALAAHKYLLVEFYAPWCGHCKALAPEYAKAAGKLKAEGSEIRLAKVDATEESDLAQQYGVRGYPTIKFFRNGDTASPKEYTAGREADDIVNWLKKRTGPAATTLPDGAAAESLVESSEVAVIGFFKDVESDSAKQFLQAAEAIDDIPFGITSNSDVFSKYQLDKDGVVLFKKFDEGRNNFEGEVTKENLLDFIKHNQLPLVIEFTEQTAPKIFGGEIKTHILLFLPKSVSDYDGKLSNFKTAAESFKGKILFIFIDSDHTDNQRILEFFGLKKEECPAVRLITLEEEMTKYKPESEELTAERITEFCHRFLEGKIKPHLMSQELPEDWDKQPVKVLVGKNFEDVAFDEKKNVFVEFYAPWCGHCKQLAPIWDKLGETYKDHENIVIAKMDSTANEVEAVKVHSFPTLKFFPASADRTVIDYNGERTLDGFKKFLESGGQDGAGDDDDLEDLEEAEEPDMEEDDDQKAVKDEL
Vif inh: inhibitors of HIV Vif; HEK293T cells, Vif self-association by quenched fluorescence, imaging, 24 h; inhibition, % at 7.49 µM; 0.35% of 340,000 active; AID 602346; in the data active = inhibition above about 50%, passing the limit was not always enough; also: some results filed as inactive read as strong as hits
HIF-2a block: HIF-2a inhibition; 786-0 RCC cells HIF-2a reporter, luciferase luminescence, overnight; inhibition, % at 18.8 µM; 0.72% of 360,000 active; AID 624352;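 active = inhibition of the luminescence signal of 40% or more relative to plate controls, in a single-dose primary screen at 18.75 µM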
NR2E3 ag-2: activates human NR2E3 receptor; Q9Y5X4; CHO-S Gal4-NCOR/VP16-NR2E3 two-hybrid, luciferase; inhibition of corepressor binding, % at 3.98 µM; AID 602229; 0.35% of 360,000 active;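 active = inhibition above the mean of all tested compounds plus 3 SD, cut at about 70% in these data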;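 also: 0% = DMSO with NR2E3 transfected cells and 100% = cells lacking NR2E3 construct; higher means lower luciferase signal from less NR2E3 corepressor binding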
Starred values were filed as active, the others as inactive; . = not tested or not shown; & = joins results of further samples. The list is partial; count on the stated rates, not on these rows.

SMILES	NR2E3 ag-1	Shn3 inh set2	MITF TRPM1 inh	KKLEB cytotox	CF NFkB inh	Peg3 prom inh	CaV13 ICDI inh	PDI turbidity	Vif inh	HIF-2a block	NR2E3 ag-2
COc1ccccc1C(=O)Nc1ccc2c(c1)CC1(C(=O)N(C)C(=O)N(C)C1=O)C1CCCN21 (centres undefined)	-1	-1	9	14	-9	2	-8	3	1	-4	-24
COc1ccc(OC)c(NP(=O)(Oc2ccccc2)Oc2ccccc2)c1	.	5	6	-8	12	28	-5	2	-8	23	-18
Cc1c(Br)c(=O)oc2cc(OCC(=O)N3C[C@H]4C[C@@H](C3)c3cccc(=O)n3C4)ccc12	3	-10	-6	-14	4	3	.	.	-8	-11	-15
CC[C@@H](CO)C1CC2NC3CC4(c5ccccc5N(C)[C@@H]24)C(O)C31 (some centres undefined)	5	-6	.	-1	-17	-2	.	.	-21	22	0
CCOC(=O)Cn1cc(C(=O)c2ccccc2F)c2ccccc21	0	2	0	-3	-16	-7	-5	-1	5	-14	-14
Cc1cccc2c1=NC(=O)/C(=C/c1c(O)[nH]c(=O)[nH]c1=O)C=2	3	9	13	-11	13	8	-6	-8	6	12	-17
CCOC(=O)c1c(C)n(Cc2ccccc2)c2ccc(O)cc12	1	16	-4	8	-17	-91	.	7	-16	-26	-33
COC(=O)C(O)(c1cn(C)c2ccccc12)C(F)(F)F (centres undefined)	3	-8	0	1	12	-1	.	0	14	18	-1
Cc1nc2cc([N+](=O)[O-])ccc2c(=O)n1-c1ccccc1[N+](=O)[O-]	-4	-24	14	-2	2	14	-4	-2	4	18	-5
O=C(O)c1cc2ccccc2oc1=O	-3	-16	-19	-5	-3	-56	-5	4	6	-42	-25
CCCCCCn1c(O)c(C=Nc2ccccc2N2CCOCC2)c(=O)[nH]c1=S	6	13	.	-13	22	5	-5	5	-1	16	-9
Cc1ccccc1OP(=O)(Oc1ccccc1C)N1CCOCC1	.	13	.	4	6	1	-5	.	6	7	-11
Clc1ccccc1CNC1CN2CCC1CC2 (centres undefined)	-1	5	-1	6	-13	-3	-5	-1	8	15	-7
COc1ccc(-n2c(Cc3ccccc3)nc3ccccc3c2=O)cc1	6	4	-5	2	8	10	-4	15	2	16	-39
Cc1cccc(CN2CCN(CC(=O)N3CCC4(CC3)OCCO4)C2=O)c1	-2	-13	3	-6	9	8	-3	2	17	8	-25
COCCCn1c(N)c(C(=O)OCCOC)c2nc3ccccc3nc21	0	-4	12	-4	0	27	.	-3	19	-4	-29
COC(=O)[C@@H]1C[C@@]1(C)[C@@H](NP(=O)(c1ccccc1)c1ccccc1)c1ccccc1	3	8	-6	16	-27	-2	-10	14	5	9	-7
CN1CCN(c2ccc([N+](=O)[O-])c(Sc3nncn3C)c2)CC1	1	2	7	9	11	8	-13	-74	.	14	12
CC(=O)Nc1cc([As](=O)(O)O)ccc1O	-2	-4	3	7	-8	11	-5	1	2	8	-5
CCN(CC)S(=O)(=O)c1cc(NC(=O)C(C)N2CC=C(c3ccccc3)CC2)ccc1C (centres undefined)	2	40	5	-7	7	17	-5	5	0	-4	18
CSc1ncc(CN2CCCC(C(=O)c3sccc3C)C2)cn1 (centres undefined)	4	16	12	7	-5	25	-2	10	0	16	-27
Brc1ccc2c(c1)-n1nncc1CN(CC1CCCCC1)C2	.	6	.	10	-27	6	-10	.	2	-33	-21
O=C1NC(=O)N(c2ccc(Cl)cc2)C(=O)/C1=C\c1ccc(Sc2nc3ccccc3[nH]2)o1	5	-2	13	-9	-5	5	-5	-1	-8	7	10
CN(C)C(=O)Oc1ccc(OCc2nc3ccccc3[nH]2)cc1	6	15	3	9	-10	17	-5	3	-1	10	-129
COc1ccccc1OCCCn1cc(C(C)=O)c2ccccc21	-4	18	17	-3	-14	2	-16	-2	-2	6	-7
CCOP(=O)(OCC)C(NC(=O)c1ccccc1)=C(Cl)Cl	1	2	-2	-1	5	9	-5	8	-1	15	21
COc1ccc(NC(=O)N2CCC3(CC2)OCCO3)cc1	6	-3	-14	6	9	-24	2	2	15	-29	-26
C=C1C(=O)OC2CCN3CC=C(COC(=O)C(C)(O)C4(CO4)C1C)C23 (centres undefined)	.	-1	.	6	2	-11	.	.	-8	12	15
CCCCC(=O)N/N=C/c1c(O)n(-c2ccccc2)c(=O)[nH]c1=O	-2	-4	6	9	4	7	-4	0	-3	18	0
Cc1cc(N(CCCl)CCCl)ccc1C=NNC(=O)c1cccnc1	.	19	10	-1	-8	2	-5	-9	13	-25	24
CC1(C)COC(Nc2ccc(Cl)cc2)=N1	-6	-6	-3	-4	6	-24	-6	-1	7	-28	-18
Cc1ccc(/C=C2\C(=O)NC(=S)N(c3ccc(F)cc3)C2=O)s1	4	35	59	-1	-45	107*	-13	-2	1	-86	-78
Cc1ccccc1NC(=O)COC(=O)c1cc(C)n(C2CC2)c1C	-1	-11	-14	14	8	-17	-2	9	0	-28	6
COC(=O)C1=C(c2cccc(C#N)c2)C[C@@H]2CC[C@H]1N2C(=O)NCc1cc(C)oc1C(F)(F)F	0	-8	.	-17	-7	15	-5	-1	-4	11	21
c1cnc2c(c1)ccc1ncccc12	1	-23&12	10	12	-2	-5	5	-13	-9&-10	-1	-9
CC1(C)OC1COc1c2occc2cc2ccc(=O)oc12 (centres undefined)	2	-23	12	2	-6	8	-10	9	1	-4	-8
CC(=O)Nc1cc(C(=O)N2CCC3(CC2)OCCO3)ccc1S(=O)(=O)c1ccc(C)cc1	0	-13	-12	1	12	10	.	12	-20	12	2
CN1C(C(=O)N2CCC3(CC2)OCCO3)=CC(c2ccc(F)cc2)=NS1(=O)=O	-1	-15	10	3	-5	6	-2	-6	-4	6	-3
CC(=O)C1CCC2C3CCC4CC(O)CCC4(C)C3C(O)CC12C (centres undefined)	.	16	-2	5	-23	16	-16	1	2	12	-10
Cc1ccc(-n2c(C)nc3ccccc3c2=O)c(C)c1	0	7	0	0	4	-6	-5	6	-1	13	-5
Clc1cccc(N2Cc3ccccc3-n3nncc3C2)c1	.	-17	.	-27	13	10	-6	.	-2	7	-8
O=c1c2ccccc2nc(Cc2ccccc2)n1-c1ccccc1	.	-27	-26	-1	8	-106	-1	2	0	-150	-28
COc1ccc(NS(=O)(=O)c2ccc(OCC(=O)N3CCN(C)CC3)cc2)cc1Cl	2	-6	5	-1	-1	4	-9	0	4	7	-11
CC(=O)N(C)CC#CCN1CCCC(CO)C1 (centres undefined)	-2	-10	-3	17	-30	12	-11	-2	.	6	18
O=C1NC(=O)C(CCc2ccncc2)(CCc2ccccn2)C(=O)N1c1ccc(Br)cc1 (centres undefined)	1	0	14	-13	20	14	-7	-4	2	18	-20
O=[N+]([O-])c1ccc(N2CCCC2)cc1N/N=C1\CN2CCC1CC2	-2	-13	9	-2	18	28	-6	5	4	18	-17
C=CCc1cc(C=C2C(=O)N(C)C(=O)N(C)C2=O)cc(OCC)c1OCc1ccccc1	-2	9	-4	0	-4	11	-5	-1	1	21	-28
COc1ccc(C(=O)C2CCCN(Cc3ccc(F)cc3F)C2)cc1F (centres undefined)	.	8	0	-12	8	15	-5	3	-7	11	-16

Reprinted from the part before: three entries, followed by the next part.
SMILES	NR2E3 ag-1	Shn3 inh set2	MITF TRPM1 inh	KKLEB cytotox	CF NFkB inh	Peg3 prom inh	CaV13 ICDI inh	PDI turbidity	Vif inh	HIF-2a block	NR2E3 ag-2
O=[N+]([O-])c1ccc(N2CCCC2)cc1N/N=C1\CN2CCC1CC2	-2	-13	9	-2	18	28	-6	5	4	18	-17
C=CCc1cc(C=C2C(=O)N(C)C(=O)N(C)C2=O)cc(OCC)c1OCc1ccccc1	-2	9	-4	0	-4	11	-5	-1	1	21	-28
COc1ccc(C(=O)C2CCCN(Cc3ccc(F)cc3F)C2)cc1F (centres undefined)	.	8	0	-12	8	15	-5	3	-7	11	-16
COCCCN=Cc1c(O)[nH]c(=S)[nH]c1=O	-2	-14	1	12	12	1	-2	.	-1	8	-13
O=c1[nH]c(=O)n(CCc2ccccc2)c(O)c1C=NC1CC1	1	-10	-7	-3	2	7	-5	1	-4	-6	2
CCCCCCC(=O)N/N=C/c1c(O)n(C(C)CC)c(=S)[nH]c1=O (centres undefined)	-3	15	0	-18	11	16	-5	-5	7	18	-3
CC(C)CCNC(=O)c1cc(C(=O)c2cc(Br)ccc2O)cn(CCC(C)C)c1=O	2	23	8	-6	8	45	-6	-7	-26	13	-9
Clc1ccc2c(c1)C(c1ccccc1Cl)=NCc1nnc(N3CCN(CCOc4ccccc4)CC3)n1-2	1	-2	12	-31	20	40	-5	12	1	24	-1
O=c1[nH]c(=S)n(-c2ccccc2)c(O)c1/C=N/N1CCOCC1	1	-22	8	-4	20	10	-4	0	0	10	11
O=c1c2ccccc2nc(Cc2ccccc2)n1-c1cccc(O)c1	-5	3	0	-8	16	-8	-2	2	31	-35	14
CCCCn1c(N)c(C(=O)NCc2cccs2)c2nc3ccccc3nc21	1	9	6	-14	-8	25	-2	-10	3	13	22
NC1CCc2cc(O)c(O)cc2C1 (centres undefined)	3	-19	-3	-6	15	2	-5	2	-6	2	-15
CCS(=O)(=O)NCc1nnc2n1-c1ccc(Br)cc1C(c1ccccc1Cl)=NC2	3	-23	-7	5	-11	8	-4	11	-6	19	7
O=[N+]([O-])c1ccc(C2[C@H]3C(c4ccccc4)=NC4(CCCCC4)N23)cc1 (some centres undefined)	1	3	8	-4	-18	16	-8	-14	-6	5	9
O=C(NC1CN2CCC1CC2)c1ccc(-c2ccc([N+](=O)[O-])cc2)o1 (centres undefined)	4	-15	-1	12	-4	2	-14	12	1	13	18
COc1ccc(N=Cc2c(O)n(C)c(=O)[nH]c2=O)cc1	6	-14	-41	-1	2	-21	-5	-2	0	-85	-10
C[N+](C)(C)CCOC(=O)CBr	1	20	1	2	-13	-6	-4	-2	-1	-5	-3
Nc1ccnn1C1CCNCC1	-2	10	7	10	-19	4	.	-1	-4	18	-3
CCOC(=O)c1nsnc1NCCCl	-1	-1	-8	5	-6	-5	-4	-1	-10	6	-12
COc1cc(OC)c(OC)cc1C=O	.	-8	-3	20	7	-3	.	.	-5	4	-17
O=C(CCc1nnc2ccc(NCc3ccccc3Cl)nn12)N1CCC2(CC1)OCCO2	1	10	11	-3	0	-2	-6	8	-12	8	-19
CC(C)N1CCN(Cc2ccccc2C(F)(F)F)CC1CCO (centres undefined)	1	-20	5	13	-26	13	-4	-3	-1	12	15
CCOc1cc2c(cc1OCC)-n1cccc1C(c1ccc(OC(F)F)cc1)NC2 (centres undefined)	-5	40	6	-14	14	8	-2	-3	-6	10	-11
CC(Cc1ccccc1)N(C)CC1C(=O)C2CCC1C2 (centres undefined)	.	13	7	-1	4	-13	-8	5	-12	-20	6
